# Source: PubChem BioAssay (National Center for Advancing Translational Sciences (NCATS))
# TCR activator = activators of T cell receptors. Potency, µM (series often up to 9.22 µM), without a hit: at the highest dose activation of IL-2 secretion, usual class: activators. AID 504894. 330,000 tested, under 10 active. primary human leukocytes, anti-CD3, IL-2 HTRF, 48 h; also: % of control where 0% means no effect
#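 IL-2 release read by HTRF sandwich (Eu cryptate donor, d2 acceptor, 665 nm emission) after 48 hr exposure of primary human leukocytes to compound together with anti-CD3 beads in the absence of co-stimulatory signals.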
# Integrin act MD = integrin-mediated muscular dystrophy alleviation activation | alpha7betagal myoblasts, beta-gal FDG fluorescence, 48 h | Potency, µM (titrated, usually from 38.3 µM), inactives show at the highest dose activation, actives largely listed as activators | hit rate 0.064% among 350,000 | AID 624291;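 also: potency is read from the fitted curve at half-maximal effect; 100% = response of the positive control SU9516; nearly all actives have a fitted effect of over 60% in size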
#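 Alpha7betagal+/- myoblasts (passage 13) were plated 16-24 hr, then exposed to compounds (1:260 dilution of DMSO stock) for 48 hours at 37C. After MPER lysis, β-galactosidase reporter activity was read as FDG fluorescence (ex 480/em 540) after 30 minutes.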
# S-ASM inh = blocks human secretory acid sphingomyelinase; P17405; AID 504937; hit rate 0.006% among 340,000; Potency, µM (series often up to 57.5 µM), without a hit: top-dose activity change, negative = inhibition, usual class: inhibitors; placental ASM, HMU-PC fluorogenic substrate, 60 min; also: potency is read from the fitted curve at half-maximal effect
#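 Human placenta-derived ASM enzyme was preincubated with compound for 10 minutes at room temperature, then given fluorogenic substrate HMU-PC0 (9 uM final) for 60 minutes at 37 °C; a pH 10 stop preceded fluorescence reading at Ex 386/Em 447 nm.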
# Chronic BCR inh = blocks chronic active B-cell receptor signaling; Potency, µM (highest dose often 46.1 µM), inactives show top-dose ratio change, negative = lower green/red ratio, usual class: inhibitors; hit rate 0.05% among 340,000; AID 493014; ABC-DLBCL IkBa-CBG/CBR reporter, luminescence ratio, 4 h; active = well fitted inhibition curve with a large enough effect in the signal ratio, with a control signal flat, not every such curve was filed as active; inconclusive = small, poorly fitted or top-dose-only effect, or effect the other way, or a change in a side signal; the % refers to the signal ratio;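 also: potency is read from the fitted curve at half-maximal effect; plate controls were basal doxycycline-induced cells for no effect and cells given 10 µM MG132 for full effect; MG132 reads +100%, hits lower the ratio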
#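 Compounds up to 46 uM were incubated four hours with TMD8 cells whose green CBG68 luciferase is fused to IkappaBalpha; red CBR luminescence normalised the signal, and concentration-effect curves were fitted to fusion, red and ratio data.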
# AT treatment = potential ataxia-telangiectasia treatments restoring KAP-1 phosphorylation; […] A-T fibroblasts, KAP-1 phosphorylation AlphaLISA; neocarzinostatin DNA damage 30 min before lysis; Potency, µM (highest dose often 57.5 µM), for the others: top-dose activation, usual class: activators; hit rate 0.19% among 320,000; AID 485349; also: potency is read from the fitted curve at half-maximal effect; % of control where 0% means no effect; nearly all actives have a fitted effect of over 45% in size
#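 ATM-like activity read as KAP-1 phosphorylation via AlphaLISA donor/acceptor antibody pairs after lysis and 6 hr at 25C. Cells were ATM-null patient fibroblasts ([…], hTERT), dosed 60 min, then exposed to the DSB inducer NCS for 30 min.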
# Eya2 inh = blocks the phosphatase activity of human Eya2; O00167; recombinant Eya2, OMFP fluorescence dephosphorylation (OMFP is methylfluorescein phosphate); Potency, µM (doses to about 76.9 µM), without a hit: at the highest dose activity, negative = inhibition, hits mostly inhibitors; hit rate 0.006% among 330,000; also: potency is read from the fitted curve at half-maximal effect; % is scaled to controls: 0 for no effect and ±100 for the full control effect
#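 Eya2 protein (added as 0.2 uM solution) was preincubated with compound for 10 min at ambient temperature in 50 mM HEPES pH 7.5, 50 mM NaCl, 5 uM MgCl2, 0.05% BSA, 1 mM DTT. OMFP (added at 50 uM) then reacted 10 min; fluorescence read at 485/525 nm.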
# TSHR antagonist = antagonists of human thyroid stimulating hormone receptor; TSHR-expressing cells, TSH-stimulated cAMP HTRF, 2 h; active compounds read low; hit rate 0.2% among 330,000; activity change, negative = inhibition, % at 11.5 µM; AID 504810; P16473;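 active = activity change below a set negative limit, meaning inhibition stronger than a set level, cut at about -70% in these data; inconclusive = activity change between two set negative limits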; also: % is scaled to controls: 0 for no effect and ±100 for the full control effect
#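 Cell-based HTRF cAMP assay; TSHR cells + compound, TSH EC80 (4nM final), 2 h, 37 deg C. Lysis with anti-cAMP cryptate and cAMP-d2, 30 min RT, read 665/620 nm.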
# ELG1 repair inh = inhibitors of ELG1-dependent DNA repair in HEK293T cells | Potency, µM (series often up to 46.1 µM), inactives show at the highest dose activity change, negative = inhibition, actives largely listed as inhibitors | HEK293T ELG1-luciferase reporter, luminescence, 16 h; DNA damage induced by 5-fluorouridine | hit rate 2.3% among 330,000; also: potency is read from the fitted curve at half-maximal effect; % is scaled to controls: 0 for no effect and ±100 for the full control effect; nearly all actives have a fitted effect of over 55% in size
#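 Overnight (16 hr) co-exposure of 2,000 cells/well to 5-fluorouridine and compound at 37 °C preceded detection. Luciferase was quantified via ONE-Glo luminescence; loss of signal denotes inhibition.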
# Mito fusion act = mitochondrial division inhibition or fusion activation | S. cerevisiae fusion-defective mutant growth rescue, CellTiterGlo 48 h | hit rate 0.23% among 320,000 | Potency, µM (titrated, usually from 46.1 µM), for inactives: top-dose growth rescue (activation), hits mostly activators | AID 485298;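 also: potency is read from the fitted curve at half-maximal effect; % of control where 0% means no effect; nearly all actives have a fitted effect of over 45% in size; temperature-sensitive fusion mutants such as fzo1-1 at 37 °C on non-fermentable ethanol glycerol medium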
#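 Read-out: ATP-based luminescence (CellTiterGlo, 10 min ambient) reporting growth of fusion-defective ts yeast after 48 hours at 37C on glycerol/ethanol YPEG medium in the presence of compound.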
# TSG101-PTAP inh = blocks PTAP/TSG101 interaction to inhibit HIV-1 budding; Potency, µM (series often up to 115 µM), inactives show top-dose activity change, negative = inhibition, most hits filed as inhibitors; Q99816; Fluorescence polarization, FITC-PTAP peptide / Tsg101 binding; 340,000 tested, under 10 active; active = well fitted inhibition curve with a large enough effect in the main read-out, with a control signal flat, not every such curve was filed as active; inconclusive = small, poorly fitted or top-dose-only effect, or effect the other way, or a change in a side signal; inactive = no such curve, though single readings can be large or run the other way; also: potency is read from the fitted curve at half-maximal effect; % of control where 0% means no effect
# Target sequence (Q99816 whole entry, looked up): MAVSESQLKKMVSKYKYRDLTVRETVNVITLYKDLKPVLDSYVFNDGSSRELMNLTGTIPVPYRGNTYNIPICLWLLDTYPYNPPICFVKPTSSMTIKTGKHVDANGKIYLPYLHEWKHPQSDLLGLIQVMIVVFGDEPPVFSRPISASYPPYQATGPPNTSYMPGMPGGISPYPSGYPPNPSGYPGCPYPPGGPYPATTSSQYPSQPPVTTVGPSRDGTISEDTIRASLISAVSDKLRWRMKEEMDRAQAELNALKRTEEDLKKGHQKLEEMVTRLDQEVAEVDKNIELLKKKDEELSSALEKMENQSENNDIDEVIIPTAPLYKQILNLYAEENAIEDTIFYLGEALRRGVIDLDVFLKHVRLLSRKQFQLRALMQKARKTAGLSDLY
#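 Fluorescence polarization binding of Tsg101 binding domain (10 uM final) to FITC-labeled PTAP peptide (50 nM final) in HEPES pH 7.5 buffer with NaCl, Tween 20, EDTA, TCEP. Compounds added before peptide; binding 20 min at RT.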
# Tb PFK inh = inhibitors of T. brucei phosphofructokinase. hit rate 0.17% among 330,000. Potency, µM (doses to about 57.5 µM), for inactives: at the top dose activity, negative = inhibition, actives largely listed as inhibitors. AID 485367. T. brucei PFK, ADP-Glo luminescence;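 also: potency is read from the fitted curve at half-maximal effect; 0% = uninhibited 1x PFK enzyme wells and -100% = no-enzyme wells; nearly all actives have a fitted effect of over 60% in size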
# Target sequence (O15648 whole entry, looked up): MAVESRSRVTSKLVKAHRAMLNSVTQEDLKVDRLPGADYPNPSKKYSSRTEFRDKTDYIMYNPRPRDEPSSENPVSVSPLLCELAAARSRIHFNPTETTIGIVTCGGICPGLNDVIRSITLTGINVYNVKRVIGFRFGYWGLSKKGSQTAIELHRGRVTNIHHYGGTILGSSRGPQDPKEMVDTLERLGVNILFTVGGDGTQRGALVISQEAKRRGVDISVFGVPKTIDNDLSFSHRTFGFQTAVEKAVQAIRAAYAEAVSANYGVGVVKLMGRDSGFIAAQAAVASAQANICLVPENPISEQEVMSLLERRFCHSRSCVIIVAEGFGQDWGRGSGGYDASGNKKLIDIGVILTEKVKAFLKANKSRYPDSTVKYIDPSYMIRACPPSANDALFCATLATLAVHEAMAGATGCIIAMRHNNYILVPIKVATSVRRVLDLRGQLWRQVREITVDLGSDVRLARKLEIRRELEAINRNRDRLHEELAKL
#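 In TEA buffer at pH 8.0 with 5 mM MgCl2, enzyme (1.25 nM) converted F6P (0.5 mM) and ATP (0.1 mM) for 45 min at room temperature. ADP product was read by luciferase luminescence.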
# * hit, by the source's call; ? = inconclusive; . = no result given; [ ] = dose if it differs, or a comment. Unless noted, calls follow the shape of the dose curve; as a rule, active = well fitted curve in the direction sought with a large enough effect; inconclusive = small, poorly fitted or top-dose-only effect, or another doubt; inactive = no such curve, though single readings can be large; an effect the other way counts as inactive or inconclusive.
# Results follow in this order: TCR activator	ELG1 repair inh	TSG101-PTAP inh	Tb PFK inh	TSHR antagonist	S-ASM inh	Eya2 inh	Mito fusion act	Chronic BCR inh	Integrin act MD	AT treatment
1: COc1ccccc1NC(=O)CCCc1nnc2n(C)c(=O)c3sccc3n12
 : -1%	0%	10%	-1%	21	-4%	2%	0%	-15%	-27%	8%
2: COc1cc(/C=N/NC(=O)c2cccc([N+](=O)[O-])c2)ccc1OCc1ccccc1
 : 7%	?	-4%	-2%	34	0%	0%	6%	-5%	0%	8%
3: COc1cccc(CC(=O)Nc2nc(C)cs2)c1
 : -1%	15%	-4%	5%	-47	3%	-7%	7%	0%	-45%	0%
4: COC(=O)C1=C(CSCc2ccccc2)NC(=O)NC1c1cc(C)ccc1C (configuration not stated)
 : .	0%	-7%	-4%	-4	3%	-14%	-2%	0%	4%[7.66 µM]	1%
5: O=C(C1=C[C@H](c2csc3ccccc23)C[C@H](OCc2ccc(CO)cc2)O1)N1CCN(Cc2ccc3c(c2)OCO3)CC1
 : -1%	?	0%	1%	-1	-11%	-9%	-20%	-14%	-21%	1%
6: Cc1cc(C(=O)NCCC2=CCCCC2)no1
 : -2%	?	0%	3%	18	-1%	-7%	-5%	?	2%	-3%
7: COCCn1nnnc1C(CC(C)C)N1CCN(c2cccc(OC)c2)CC1 (configuration not stated)
 : 2%	1%	-5%	5%	-3	-1%	-26%	3%	10%	-8%	0%
8: Cc1ccc2oc(=O)c3cnn(CC(=O)NCCC(C)C)c3c2c1
 : -1%	23%	0%	-8%	5	-1%	22%	-1%	1%	1%	0%
9: NC(=O)CSc1nnc(COc2ccccc2)n1C1CCCCC1
 : .	2%	.	0%	-7	2%	-6%	0%	-2%	3%	5%
10: O=C(COC(=O)c1cc(S(=O)(=O)NCc2ccccc2)ccc1O)c1cc2ccccc2o1
 : 1%	0%	-5%	8%	5	-4%	8%	-1%	?	0%	-12%
11: C=CCn1c(=O)c(C(=O)NCCN(CC)CC)c(O)c2ccccc21
 : 1%	-5%	-7%	-7%	6	3%	-7%	-4%	-23%	9%	2%
12: CCOC(=O)N1CCN(C(=O)Nc2ccc(Cl)cc2Cl)CC1
 : -22%	15%	2%	3%	7	6%	3%	4%	14%	16%	8%
13: CCC(C)NC(=O)Cn1c(=O)n(-c2ccccc2)c(=O)c2ccc(C(=O)NCc3ccco3)cc21 (configuration not stated)
 : .	1%	-1%	-1%	5	-5%	15%	-2%	10%	4%	7%
14: Cc1ccc(OCCNC(=O)C(C)SCC(=O)Nc2ccc(F)cc2)cc1 (configuration not stated)
 : -2%	?	-3%	0%	.	-2%	-32%	.	-13%	-38%	-30%
15: CC(C)Oc1snc(Cl)c1C(N)=O
 : 7%	-10%	-11%	1%	6	3%	13%	0%	?	-12%	-1%
16: Cc1ccc(C2=NN(C3=NN=C(N)Cc4ncnn43)C(O)(C(F)(F)F)C2)cc1 (configuration not stated)
 : 1%	-2%	-3%	7%	-3	-1%	0%	-3%	?	-9%	-3%
17: C=CCn1c(C)cc(C(=O)COC(=O)c2ccc3c(c2)NC(=O)CS3)c1C
 : 0%[46.1 µM]	?	-3%	0%	11	-7%	2%	-1%	-12%	-39%	-6%
18: CC(COS(N)(=O)=O)Cc1ccc(C(F)(F)F)cc1 (configuration not stated)
 : -16%	-13%	0%	-1%	-2	3%	-6%	0%	4%	4%	1%
19: CN(C)c1ccc(C(=O)C(O)c2ccc(C(C)(C)C)cc2)cc1 (configuration not stated)
 : -6%	-10%	-7%	0%	-6	3%	8%	-3%	0%	-31%	-2%
20: COc1ccc(N(CC(=O)NC2CCCCC2)S(=O)(=O)c2cccnc2)cc1
 : -2%	-5%	-3%	-2%	8	4%	-3%	5%	2%	-6%	5%
21: Cc1ccc2c(C(=O)CN3CCCCC3CCO)c(C)[nH]c2c1 (configuration not stated)
 : 5%	0%	-1%	-2%	-4	-1%	0%	-3%	0%	8%	8%
22: CCCC(C(=O)Nc1cc(S(=O)(=O)N2CCOCC2)ccc1OC)c1ccccc1 (configuration not stated)
 : 1%	9%	-1%	4%	3	-1%	1%	-1%	-1%	-28%	7%
23: CCOC(=O)c1ccc(NC(=S)Nc2ccccc2)cc1
 : 10%[46.1 µM]	24%	-2%	-2%	13	-2%	6%	29%	?	-1%	6%
24: CCn1c(C)nc2cc(C(=O)OCCC(F)(F)F)ccc21
 : -1%	?	-13%	-2%	-6	0%	16%	13%	-1%	-16%	4%
25: CCOC(=O)CN1C(=O)N[C@@H](c2ccccc2)C(C(C)=O)=C1C
 : -1%	3%	-2%	0%	11	0%	2%	-1%	-5%	?	-24%
26: NC(=O)c1ccsc1NC(=O)c1ccc([N+](=O)[O-])o1
 : 6%	14%	-7%	-5%	16	0%	-15%	.	?	-55%[inhibitor]	3%
27: CCc1ccccc1NC(=O)CN(C)S(=O)(=O)c1ccc(-c2ccc(=O)[nH]n2)s1
 : -4%	?	0%	1%	-16	-2%	0%	-1%	7%	-17%	10%
28: COC(=O)c1sc2cc(C(F)(F)F)cnc2c1-c1ccccc1
 : .	0%	-1%	1%	-5	-1%	-13%	-6%	26%	1%	0%
29: COc1ccc(N2CCN(C(c3ccccc3)c3sc4nc(C)nn4c3O)CC2)cc1 (configuration not stated)
 : -5%	2%	-10%	11%	12	-3%	5%	18%	1%	3%	46%
30: C[C@@H]1CCC(=O)N(C[C@@H](C)CC#N)CC1
 : 0%	-7%	-2%	2%	-1	4%	6%	1%	-1%	1%	-6%
31: C[C@]12c3[nH]c4ccccc4c3CCN1C(=O)C(CC(=O)NCCN1CCOCC1)C[C@@H]2C(=O)N1CCOCC1 (some centres not stated)
 : -4%	?	-13%	0%	6	-2%	-15%	.	-1%	15%	7%
32: O=C(NC12CC3CC(CC(C3)C1)C2)c1ccc(-c2ccc(Cl)cc2)o1
 : -9%[46.1 µM]	?	-1%	-7%	-13	-12%	-15%	19%	?	27%	-7%
33: CC(=O)Nc1ccc(S(=O)(=O)N(C)c2ccc(OCC(=O)OCC(=O)Nc3ccc(OC(F)F)cc3)cc2)cc1
 : 3%	10%	-4%	3%	-8	-4%	7%	-5%	?	-19%	-9%
34: Clc1ccccc1N=C1SCCS1
 : -1%	21%	-7%	0%	-6	2%	4%	-1%	-5%	6%	18%
35: O=S(=O)(Cc1ccccc1Cl)N1CCCCC1
 : 7%	28%	0%	-4%	6	-1%	11%	0%	?	13%	6%
36: N/C(=N\OC(=O)COc1ccccc1)c1cccnc1
 : -2%	-16%	-4%	-1%	-32	2%	1%	0%	8%	?	11%
37: Cc1cc(C)cc(C(=O)NC2CC(C)(C)NC(C)(C)C2)c1
 : .	-19%	0%	-5%	-6	3%	8%	-2%	5%	8%	-1%
38: O=C(NC1(C(F)(F)F)N=C(c2ccccc2)NC1=O)c1ccccc1 (configuration not stated)
 : -7%[46.1 µM]	2%	-2%	-2%	2	6%	2%	-5%	-1%	10%	-4%
39: COc1ccc(-c2nc(N)n(C(=O)c3ccc(C)cc3)n2)cc1
 : -4%[46.1 µM]	-1%	0%	-3%	0	1%	1%	-8%	?	21%	9%
40: C=CCc1cc(OC)ccc1OCCON1C(=O)CCC1=O
 : 4%	11%	-4%	10%	9	-1%	0%	2%	10%	-11%	0%
41: CCCCN(NC(C)=O)c1nc(Cl)nc(NC(C)C)n1
 : -10%	-2%	-7%	2%	-1	2%	-15%	-1%	4%	2%	-3%
42: CCNC(=O)CN(c1ccc(F)cc1)S(=O)(=O)c1ccc2c(c1)OCCO2
 : -7%	6%	-9%	-5%	2	-1%	-4%	8%	-3%	?	1%
43: CCc1ccccc1NC(=O)CCS(=O)(=O)c1ccc(OC)cc1
 : 1%	4%	-1%	-7%	6	3%	2%	-14%	?	9%	6%
44: O=C(CN(Cc1ccccc1)C1=NCCS1)c1ccccc1
 : 9%[46.1 µM]	-7%	0%	5%	3	1%	-19%	-1%	-8%	-21%	6%
